# FN deposition inh = fibronectin deposition inhibition. AH1F fibroblasts, Alexa488-fibronectin deposition fluorescence, overnight. inhibition, % at 12.6 µM. 350,000 tested, 0.086% active;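 active = mean inhibition across replicates of 30% or more, regardless of how many single replicates reach that level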;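 note: positive control wells lacked labelled fibronectin entirely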
#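 Material: AH1F fibroblasts assembling fluorescent fibronectin matrix; amount: 10000 AH1F cells/well; medium: DMEM, 2% serum; reagent: Alexa488-fibronectin, 24 nM final in well; dosing: single compound dose, delivered by pin transfer; incubation: 1 h adhesion, overnight exposure; detection: fluorescence after three HBSS washes, excitation 485 nm, emission 525 nm; measure: fibronectin deposition inhibition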
# Casp6 inh = inhibitors of human caspase-6; P55212; purified caspase-6, Z-VEID-R110 cleavage fluorescence; inhibition, % at 12.5 µM; 350,000 tested, 0.53% active;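 active = mean inhibition across replicates at least about 35%, with every replicate also reaching that limit, limit read from the data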;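 note: 0% = median of neutral control wells and 100% = no fluorescence left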
# Target sequence (P55212 24-179 limits assumed): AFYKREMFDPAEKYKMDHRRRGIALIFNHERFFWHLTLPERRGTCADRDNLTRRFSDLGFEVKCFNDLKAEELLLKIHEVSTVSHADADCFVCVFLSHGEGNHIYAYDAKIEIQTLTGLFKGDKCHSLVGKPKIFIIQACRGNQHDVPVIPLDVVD
# Target sequence (P55212 194-293 limits assumed): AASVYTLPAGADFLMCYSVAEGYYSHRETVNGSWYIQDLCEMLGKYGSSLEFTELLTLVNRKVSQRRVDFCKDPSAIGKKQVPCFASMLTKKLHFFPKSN
# EWS-Fli block = blocks EWS/Fli oncoprotein-driven transcription. A673 NR0B1-luciferase reporter, viability-normalised. inhibition, % at 12.6 µM. 350,000 tested, 0.67% active. AID 651661;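 active = mean inhibition of at least 50% after viability correction, with every replicate also passing that limit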;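 note: firefly luciferase signal divided by Alamar Blue viability fluorescence both relative to DMSO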
# LGR2 antag = blocks bursicon-induced cAMP signaling via Drosophila LGR2. HEK293 LGR2, CRE-luciferase, bursicon-stimulated, 4 h. inhibition, % at 9.99 µM. 380,000 tested, 0.35% active. AID 720647;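 active = drop in luminescence signal, shown as inhibition above about 50% in the replicate tests, limit read from the data, passing the limit was not always enough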;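 note: agonist challenge used bursicon conditioned medium at about half maximal strength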
# miR122 inh = blocks miR-122 activity in Huh7 sensor cells; Huh7 miR-122 Renilla luciferase sensor, 48 h; neutral wells = 0, positive control = 100; activation (reporter increase), % at 12.5 µM; 340,000 tested, 0.3% active; AID 602342;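 active = mean replicate activation score at least 90 and every replicate individually at or above 90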;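 note: higher luciferase means less miR-122 activity so hits act as miR-122 inhibitors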
# PGC1a acetyl inh = modulators of PGC1a acetylation | inhibition, % at 15.6 µM | 350,000 tested, 0.17% active | AID 651687 | U2OS PGC1a acetylation, AlphaScreen anti-acetyl-lysine; with virally co-expressed GCN5 acetyltransferase;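 active = every replicate shows inhibition of at least 40%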;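 note: 0% = neutral control wells and 100% = positive control wells; some results beyond the cut were filed as inactive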
# Cneo AK release = causes C. neoformans cell lysis. lysis activity, % at 15 µM. 360,000 tested, 0.2% active. adenylate kinase release luminescence, 4 h; normalised: neutral wells 0, clomiphene wells 100;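 active = mean lysis activity across replicates of at least 80%, whatever share of replicates individually reach that level; inactive = mean lysis activity below 80%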
#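 Material: C. neoformans cells | Amount: Yeast cell density of 5 × 10^6 cells/mL | Medium: Fresh YPD growth medium | Dosing: Single dose | Times: Static 4 h at 37 °C with compound, 1 h detection | Detection: AK luminescence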
# PAX8 inh HTS = inhibitors of PAX8 transcriptional activity in RMG-I cells. AID 652154. inhibition, % at 12.6 µM. RMG-I TPO-luciferase reporter, SteadyGlo, 24 h. 360,000 tested, 1.2% active;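 active = mean replicate inhibition at least 60% with every replicate also reaching 60%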;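 note: luciferase light reporting Pax8 driven TPO promoter activity; plate controls were median of neutral control wells for no effect and mitoxantrone controls for full effect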
# Active calls of the source: *; . = not tested or not shown; [ ] = remark or other dose.
# Every second line gives: FN deposition inh, Casp6 inh, EWS-Fli block, LGR2 antag, miR122 inh, PGC1a acetyl inh, Cneo AK release, PAX8 inh HTS
1. O=C(COc1ccccc1)N1CCN=C1SCc1ccc(F)cc1
    3.0, 0.1, 1.5, 13.4, -1.4, -6.9, 3.0, 14.9
2. O=C(Nc1ccccc1Cl)c1ccc2ccccc2c1
    1.9, -1.7, -35.5, -7.9, 0.7, -4.0, 2.0, -0.6
3. C[C@@H]1CN([C@H](C)CO)C(=O)c2cccc(N(C)C)c2O[C@@H]1CN(C)S(=O)(=O)c1cn(C)cn1
    3.3, 0.6, -2.7, 2.3, -1.0[16.7 µM], -0.4, -0.6, 2.0
4. COc1ccc(CNC(=O)Nc2cccc3ccccc23)cc1
    -3.3, ., ., ., -7.4, -17.4, -8.5, 12.8
5. C[C@H](CO)N1C[C@H](C)[C@H](CN(C)Cc2ccc(C(=O)O)cc2)OCCCC[C@H](C)Oc2ccc(NC(=O)C3CCCCC3)cc2C1=O
    ., -0.6, -8.1, 12.3, 6.2[16.7 µM], 0.1, 1.6, -14.4
6. Cc1noc(C)c1S(=O)(=O)Nc1ccc2c(c1)C(=O)N([C@H](C)CO)C[C@@H](C)[C@H](CN(C)C(=O)Nc1ccc(C(F)(F)F)cc1)O2
    ., 2.9, -8.0, 1.2, 1.1[16.7 µM], 2.8, 1.7, .
7. O=C(Cc1cccc([N+](=O)[O-])c1)Nc1cccc(C(=O)N2CCCCC2)c1
    15.5, -3.4, 21.8, 4.6, 34.8, ., 6.5, 1.4
8. Cc1occc1C(=O)NNC(=O)C1CC1
    -1.9, 0.4, 1.1, 21.8, -0.5, 7.5, 0.8, -6.1
9. CS(=O)(=O)Cc1ccc(C(=O)NNC(=O)c2cc(-c3ccccc3)n[nH]2)cc1
    7.4, 0.3, -3.0, 16.3, -3.5, -2.6, 0.2, .
10. O=S(=O)(c1ccc(-n2cnnn2)cc1)N1CCC(N2CCCCC2)CC1
    2.6, -0.6, 6.3, -30.1, -22.1, ., ., 13.8
11. CC1(C)CC(=O)C=C(Nc2ccccn2)C1
    5.7, ., ., ., -1.7, -10.1, -3.2, 15.6
12. COc1ccc(N2CCN(C(CNC(=O)C(=O)NCc3ccc4c(c3)OCO4)c3ccco3)CC2)cc1 (configuration not stated)
    -1.3, -0.2, 9.9, 12.6, ., -2.2, ., 22.2
13. N#C[C@@H]1[C@H](c2ccc(-c3cncnc3)cc2)[C@H](CO)N1C(=O)Cc1ccccc1
    2.1, 0.7, 3.8, 9.7, ., -3.0, -2.1, 5.2
14. Cc1ccc(S(=O)(=O)N(C)C[C@H]2Oc3c(NC(=O)C4CCCCC4)cccc3C(=O)N([C@H](C)CO)C[C@@H]2C)cc1
    ., -1.9, 10.2, ., 54.0[16.7 µM], ., -7.3, -0.3
15. CO[C@@H]1CN(C)C(=O)c2ccc(NS(=O)(=O)c3ccccc3)cc2OC[C@H](C)N(Cc2cccnc2)C[C@@H]1C
    1.1, 1.6, 4.4, 3.7, ., -0.6, 48.9, -11.4
16. C/C=C/c1ccc2c(c1)O[C@H](CN(C)C(=O)Nc1cccc(F)c1)[C@@H](C)CN([C@@H](C)CO)S2(=O)=O
    ., -1.8, 17.2, 11.4, 18.4[16.7 µM], -7.2, -5.5, -3.9
17. COc1cc(S(=O)(=O)N2CCOCC2)ccc1N
    -6.7, 1.5, 6.3, -6.2, ., -2.2, ., 8.0
18. COc1cccc(/C=C2\NC(=O)NC2=O)c1O
    -6.6, -7.5, 4.5, -11.2, 0.2, -5.9, -2.2, -46.4
19. COc1cc(/C=C2\SC(=O)N(CCNC(=O)c3c(C)noc3C)C2=O)cc(OC)c1OC
    1.7, 3.3, 7.9, 7.7, 0.2, -5.8, ., -7.3
20. CCCN(CCC)S(=O)(=O)c1ccc(C(=O)NCc2n[nH]c(=S)n2-c2ccc(Cl)c(Cl)c2)cc1
    10.1, 2.3, 13.4, 17.5, ., ., ., 20.3
21. C[C@H]1CN([C@@H](C)CO)S(=O)(=O)c2ccc(-c3cccnc3)cc2O[C@@H]1CN(C)C(=O)C1CC1
    ., ., -8.0, 0.3, -4.3[16.7 µM], 0.0, ., .
22. CCOC(=O)CCNC(=O)N1CCCC(C(=O)c2ccccc2SC)C1 (configuration not stated)
    -8.4, 0.7, -2.3, -3.4, 1.2, 0.6, -5.7, -8.3
23. Cc1ccc(S(=O)(=O)N[C@@H]2CC[C@@H](CC(=O)NCCN3CCCCC3)O[C@H]2CO)cc1
    1.5, -7.9, 0.8, -10.8, ., -8.5, -3.7, -7.6
24. Cc1ccc(S(=O)(=O)Nc2ccccc2CNc2ccccn2)cc1
    4.8, -1.9, 11.0, -9.5, ., ., ., -27.9
25. Cc1nn(C(C)C)c(C)c1CN1CCC(C(=O)Nc2cccc(-c3cccc(F)c3)c2)CC1
    7.6, -10.9, ., 5.9, -5.2, -29.0, 1.7, 13.9
26. C[C@H]1CN([C@@H](C)CO)S(=O)(=O)c2ccc(-c3cccnc3)cc2O[C@H]1CN(C)C(=O)C1CCC1
    2.6, 2.0, -4.1, 1.6, -1.2[16.7 µM], -22.6, 1.9, .
27. O=C(Nc1ccccc1)Nc1nnc(Cc2ccccc2F)s1
    -9.7, -1.8, -26.5, -2.8, -0.9, -6.5, 3.6, -8.6
28. CCOC(=O)C(=CNc1ccc(Cl)cn1)C(=O)OCC
    0.7, 2.6, -8.8, 13.9, ., ., ., -24.9
29. O=C(Nc1ccccc1F)c1nc[nH]c1C(=O)NCc1ccccc1
    -18.1, 1.2, 2.2, -1.1, 1.5, ., -0.4, -25.5
30. COc1ccc(C(=O)CC(=O)c2ccc(C)cc2)c(O)c1
    -1.0, 0.3, -37.7, -70.1, -3.1, 3.6, -3.0, -74.0
31. COCC#Cc1cnc2c(c1)C(=O)N([C@@H](C)CO)C[C@H](C)[C@@H](CN(C)C(=O)C1CCC1)O2
    ., -1.9, 3.8, 5.1, 1.9[16.7 µM], -3.1, 60.6, .
32. COc1cccc(-n2c(SCc3ccccn3)nc3c(c2=O)SCC3)c1
    16.1, 1.1, 0.6, -3.1, ., -0.8, ., 1.5
33. Cc1ccc(CN(C)C[C@H]2OCc3cn(nn3)CCCC(=O)N([C@@H](C)CO)C[C@@H]2C)cc1
    0.8, -1.1, -0.2, 0.5, 3.9[16.7 µM], -4.5, 4.0, .
34. CCS(=O)(=O)N1Cc2ccccc2CC1C(=O)Nc1ccc(F)cc1 (configuration not stated)
    -12.2, 1.9, -38.6, -33.6, ., ., ., -35.4
35. Cc1ccc2c(c1)C(c1ccccc1)N(C(=O)c1ccc(F)cc1)CC(=O)N2 (configuration not stated)
    -4.3, 4.7, -6.7, 22.1, ., ., ., 7.4
36. S=C(c1ccc(-c2ccccc2)cc1)N1CCOCC1
    -0.7, -1.0, -6.4, -45.0, 2.0, -2.4, -5.5, -10.0
37. O=C1/C(=C/c2ccc(O)c([N+](=O)[O-])c2)SC(=S)N1Cc1ccccc1
    7.5, 0.2, -6.1, -0.3, 0.9, 1.4, 2.6, 15.3
38. CCNC(=O)[C@@H]1[C@@H](CO)[C@@H]2Cn3c(ccc(-c4ccccc4)c3=O)[C@@H]2N1C(=O)C1CCC1
    -6.3, 2.0, -4.8, -24.3, -2.5[16.7 µM], ., 0.4, .
39. CCN(CC)C(=O)CSc1nnc2cc(C)c3ccccc3n12
    -0.5, 1.6, -11.9, 11.8, -3.3, ., ., -8.4
40. COc1ccc(S(=O)(=O)Nc2ccc3c(c2)CC(=O)N([C@H](C)CO)C[C@H](C)[C@H](CN(C)Cc2ccc(Oc4ccccc4)cc2)O3)cc1
    ., ., 13.3, 14.1, 7.8[16.7 µM], -5.0, -3.0, 11.8
41. COCC(=O)Nc1ccc2c(c1)OC[C@H](C)N(Cc1ccccc1OC)C[C@H](C)[C@@H](OC)CN(C)C2=O
    -2.5, 0.9, 3.6, -10.8, ., 7.7, ., .
42. CC(Oc1ccc(F)cc1)C(=O)N(Cc1ccccc1)c1c(N)n(Cc2ccccc2)c(=O)[nH]c1=O (configuration not stated)
    2.2, 6.2, -0.3, -31.9, -2.7, ., 1.2, -4.8
43. CCOC1=C2[C@@H](CN(S(=O)(=O)c3ccc(C)cc3)[C@H]2c2ccccc2F)[C@H]2C(=O)NC(=O)[C@H]2C1
    -0.4, -0.4, -11.0, 3.1, 21.4, -2.4, 7.6, -18.1
44. COc1ccccc1CC(=O)NCCc1ccc(S(N)(=O)=O)cc1
    -0.4, ., ., ., -3.8, 12.8, -5.7, -10.0
45. C[C@H](CO)N1C[C@H](C)[C@H](CN(C)S(C)(=O)=O)Oc2ccc(NC(=O)CCCN(C)C)cc2C1=O
    ., -7.8, ., -14.0, 10.4[16.7 µM], 0.9, -4.9, -11.9
46. C=CCNc1nc(Cl)nc(Nc2ccccc2)n1
    13.4, 0.0, -76.8, -69.6, -3.4, ., 1.1, -83.3
47. COc1cc(C(C)=O)ccc1OCC(=O)Nc1ccccc1N1CCCC1
    5.4, -8.8, 6.8, -1.6, 5.3, 4.3, -1.8, 7.5
48. CCOc1ccc(C(=O)NC(C(=O)NCCc2ccc(OC(F)F)cc2)C(C)C)cc1 (configuration not stated)
    -0.1, -7.4, 4.8, 12.0, 1.8, -6.0, -0.1, 6.8
49. COc1ccc(S(=O)(=O)N2CCCCC2)cc1NC(=O)COc1ccccc1
    2.9, 2.4, 1.8, -2.6, ., ., 2.8, -4.0
50. O=C(c1ccc2c(c1)OCO2)N1C[C@H]2[C@@H](c3ccccc31)[C@@H](CO)N2Cc1ccc2c(c1)OCO2
    6.3, -2.3, 5.2, 6.3, 80.0[16.7 µM], -7.6, 1.7, 11.2
51. O=C(CCc1ccc(S(=O)(=O)N2CCOCC2)cc1)OCC(=O)c1ccccc1
    2.2, -0.3, -2.5, 4.6, ., 4.5, 1.4, -16.7
52. O=C(O)C1=NOC(CNC(=O)c2ccccc2Cl)C1 (configuration not stated)
    7.5, 5.8, 2.8, -0.7, 3.8, -12.2, ., 15.1
53. CCN1CCC(Nc2ccnc3cc(Cl)ccc23)CC1
    8.9, -33.2, 25.0, -19.4, ., ., 0.2, 16.6
54. CS(=O)(=O)N1CCC(C(=O)NCc2ccc(Cl)cc2)CC1
    -4.2, -0.2, 0.0, 0.8, 7.0, -2.9, -4.1, -5.0
55. C[C@H]1CN([C@@H](C)CO)C(=O)c2cc(C#Cc3ccncc3)cnc2O[C@@H]1CN(C)C(=O)CN(C)C
    -10.8, -0.6, -0.3, 4.3, -6.1[16.7 µM], -3.8, -1.3, .
56. COc1ccc(S(=O)(=O)Oc2cc(C(=S)N3CCOCC3)ccc2OC)cc1
    ., 1.8, 3.5, 9.0, ., ., -3.4, 10.2
57. COc1ccc(NC(=O)Nc2ccc3c(c2)CC(=O)N([C@@H](C)CO)C[C@H](C)[C@H](CN(C)CC2CC2)O3)cc1
    ., 0.8, 1.2, -7.3, -2.0[16.7 µM], -0.1, 5.2, .
58. CC1CCc2c(C(=O)Oc3cccc(-n4cnnn4)c3)csc2C1 (configuration not stated)
    -5.1, ., ., ., 8.3, ., -2.6, 13.4
59. CCC(=O)Nc1ccc2c(c1)C(=O)N(C)[C@H]1CC[C@@H](CC(=O)NCC3CCCCC3)O[C@H]1CO2
    -10.5, -2.6, -0.8, -2.5, 25.6[16.7 µM], 0.4, 2.6, 7.2

# One compound at a time, from the list above. Values in the order: FN deposition inh	Casp6 inh	EWS-Fli block	LGR2 antag	miR122 inh	PGC1a acetyl inh	Cneo AK release	PAX8 inh HTS
# COc1cccc(-n2c(SCc3ccccn3)nc3c(c2=O)SCC3)c1 is listed with 16.1	1.1	0.6	-3.1	.	-0.8	.	1.5
# CCN(CC)C(=O)CSc1nnc2cc(C)c3ccccc3n12 is listed with -0.5	1.6	-11.9	11.8	-3.3	.	.	-8.4
